Growth percent in the NCI-60 one-dose screen (48 h, 10 µM unless noted): 100 = growth as untreated, 0 = no growth, -100 = all killed.
OVCAR-3 = OVCAR-3 ovarian cancer | 7% of 79,000 active | AID 1794787
NCI-H460 = NCI-H460 lung cancer; 6.8% of 82,000 active; AID 1794736
NCI-H23 = NCI-H23 lung cancer. 4% of 80,000 active
NCI-H226 = NCI-H226 lung cancer; 3.5% of 79,000 active; AID 1794732
NCI/ADR-RES = NCI/ADR-RES ovarian cells. 4.4% of 81,000 active. AID 1794790
NCI-H322M = NCI-H322M lung cancer; 2.7% of 80,000 active
OVCAR-5 = OVCAR-5 ovarian cancer. 2.9% of 82,000 active
NCI-H522 = NCI-H522 lung cancer; 8% of 78,000 active; AID 1794739
OVCAR-8 = OVCAR-8 ovarian cancer. 4.4% of 81,000 active. AID 1794782
* hit, by the source's call; nt = no result given; & = joins results of further samples. The calls were made as follows: active = growth percent below 10; inactive = the rest.

SMILES	OVCAR-3	NCI-H460	NCI-H23	NCI-H226	NCI/ADR-RES	NCI-H322M	OVCAR-5	NCI-H522	OVCAR-8
O=C(CC(NC(=O)OCc1ccccc1)c1nn[nH]n1)OCc1ccccc1 (centres undefined)	110.5	111.9	99.5	99.5	106.9	122.6	104.3	95.4	106.9
O=[N+]([O-])c1cccc(CO/N=C\c2cc(Cl)ccc2O)c1	118.5	nt	91.0	106.5	94.5	nt	94.8	86.6	97.8
CC(=O)Nc1cc(=O)[nH]c(SCC(=O)N2CCN(c3cc4c(cc3F)c(=O)c(C(=O)O)cn4C3CC3)CC2)n1	100.7	102.7	94.7	96.8	102.9	96.1	95.2	81.6	106.0
CC(=O)OCC1OC(OC2C(COC(C)=O)OC(Sc3ccccc3)C(OC(C)=O)C2OC(C)=O)C(OC(C)=O)C(OC(C)=O)C1OC(C)=O (centres undefined)	116.9	104.6	109.3	96.1	105.8	95.3	95.5	92.3	98.8
NC(CC(=O)OCc1ccccc1)C(=O)OCc1ccccc1 (centres undefined)	117.9	107.7	102.3	100.5	101.0	106.7	99.8	98.7	104.9
CN(C)CCn1c2ccccc2c2nc3cc(Cl)c(Cl)cc3nc21	103.9	43.9	72.5	79.9	44.6	64.3	88.9	65.7	56.5
O=c1cc(SCc2ccc(Cl)cc2Cl)nc[nH]1	103.4	110.5	112.3	99.4	110.8	121.7	101.8	92.5	106.7
CCCc1[nH]nc(-c2n[nH]c(CCC)c2CC)c1CC	116.4	132.2	100.5	98.8	99.9	108.5	104.8	112.8	113.8
CCOC(=O)C1C(=O)C=C(c2ccccc2)CC1c1sc(N(C)Cc2ccccc2)nc1Cl (centres undefined)	101.6	93.3	89.1	85.8	94.6	91.2	106.5	73.5	89.2
CCCCc1nc(Cl)c(C2CC(c3ccc(C(F)(F)F)cc3)=NN2C(C)=O)[nH]1 (centres undefined)	96.6	94.0	91.4	82.4	93.7	94.4	102.0	82.1	89.6
Cc1c(-c2ccccc2)nc(N2CCOCC2)c(C#N)c1C#N	114.8	103.0	91.6	94.9	86.6	105.8	93.5	52.2	82.3
Cc1cc(C)n(/N=C/c2ccccc2)c(=O)c1C#N	115.4	112.3	nt	106.2	106.3	nt	104.0	91.2	106.0
Cc1[nH]ccc2c1[nH]c1cc(=O)ccc12	94.6	100.3	96.6	91.3	93.0	104.2	96.0	106.1	89.7
C#CCSc1nc2sc3c(c2c(=O)n1-c1ccc([N+](=O)[O-])cc1)CCCCC3	93.8	94.6	95.8	96.5	92.7	89.1	91.7	80.2	88.4
C=C(C)C(=O)Nc1ccccc1	103.7	104.0	102.0	95.4	106.0	92.0	96.6	80.2	99.0
COc1cc(-n2cc(COc3ncnc4c3cnn4-c3ccccc3)nn2)cc(OC)c1OC	104.0	98.4	94.5	81.9	90.7	84.2	81.4	84.3	91.9
COc1ccc(C/C(C)=C(/c2ccc(OCCN3CCCC3)cc2)c2ccc(OC(=O)NCc3ccccc3)cc2)cc1	89.8	63.8	93.6	102.5	97.1	92.0	81.0	92.6	89.4
O=C1Nc2cc(-c3ccc(NS(=O)(=O)c4ccc([N+](=O)[O-])cc4)cc3)ccc2/C1=C/c1ccc[nH]1	-29.4*	4.0*	3.3*	-12.3*	24.4	62.2	27.5	-6.0*	7.5*
CCOC(=O)C1=C(C)N=c2s/c(=C\c3cc(Cl)ccc3O)c(=O)n2C1c1ccc(OC)cc1 (centres undefined)	95.5	91.6	88.1	nt	85.6	103.8	93.1	81.0	90.4
CNC(=O)N/N=C/c1ccc([N+](=O)[O-])o1	103.0	109.2	101.4	103.6	108.3	88.7	110.3	85.2	96.5
O=C(CCc1nnc(-c2ccc(O)cc2)o1)c1nc2ccccc2[nH]1	121.8	108.4	93.9	110.0	102.4	96.5	112.2	nt	103.7
Nc1ccc2c(O)c(N=Nc3ccccc3)c(S(=O)(=O)O)cc2c1	101.9	nt	88.9	92.7	98.7	102.1	104.3	90.9	93.0
O=c1[nH]c2c(cnn2-c2ccc(Cl)cc2)c(=O)n1-c1cccc(Cl)c1	106.2	112.0	93.7	94.7	100.2	126.9	90.9	85.7	99.6
CCC(Oc1ccc(N)cc1)C(=O)O (centres undefined)	112.7	115.0	96.6	99.7	102.3	103.3	102.5	76.6	97.8
SCc1cc2c(cc1Br)OCO2	99.2	106.8	93.9	100.3	94.7	98.4	103.0	92.5	97.4
Additional results.
SMILES	OVCAR-3	NCI-H460	NCI-H23	NCI-H226	NCI/ADR-RES	NCI-H322M	OVCAR-5	NCI-H522	OVCAR-8
O=C(COc1ccccc1)Oc1c(Cl)c(Cl)c(Cl)c(Cl)c1Cl	97.8	103.4	99.3	67.9	104.4	94.1	104.5	89.6	101.9
Cc1ccc(-c2cc3nc(C(Cl)Cl)nc(-c4ccccc4C)n3n2)cc1	22.4	81.4	74.0	100.0	60.3	86.6	92.7	69.9	90.5
N#CSCc1ccc(Cl)c(CSC#N)c1	46.3	16.3	40.4	74.2	45.5	98.7	68.7	13.7	61.9
CN(C)Cc1c[nH]c2nccnc12	126.7	107.4	98.9	105.6	101.7	103.9	113.0	86.7	100.1
CCOC(=O)C(C)C(O)c1ccccc1 (centres undefined)	112.4	107.8	97.7	99.6	101.0	112.9	96.0	95.0	102.2
CCOC(=O)c1c2ncccc2n2c(=O)n(-c3ccccc3C)nnc12	134.6	95.0	93.6	97.4	93.3	89.3	100.8	93.3	99.1
COc1ccc(CCC2NCCc3c(Br)c4c(c(OC)c32)OCO4)cc1 (centres undefined)	1.1*	9.1*	-24.7*	25.5	-13.9*	14.6	11.6	2.3*	27.9
CN(C)CCCN(Cc1ccccc1O)C(=S)Nc1cccc2ccccc12	110.0	99.3	109.0	91.5	106.2	117.0	107.6	117.7	98.0
Cc1ccc2nc(-c3ccc(C(=O)N/N=C/c4cc(O)c(O)c(O)c4)cc3)[nH]c2c1	110.5	106.0	89.3	90.1	104.6	95.2	92.6	83.0	92.7
CCCCCC(Oc1ccc(Cl)cc1Cl)C(=O)OCC (centres undefined)	110.0	103.2	102.1	100.6	101.3	101.7	114.8	88.8	104.0
Nc1ccc(C2=Nc3cccc4cccc(c34)S2)cc1	87.9	89.5	86.9	59.3	106.9	88.1	73.2	82.7	93.6
CCCc1ccc(C)c(Br)c1	nt	111.0	92.3	91.3	98.5	105.2	95.7	74.5	95.4
COc1ccc(CN2CCO[C@H](COc3ccccc3)C2)cc1F	106.7	108.5	102.9	92.8	98.5	108.4	101.4	92.6	98.3
CC(=O)c1nn(-c2ccc(S(N)(=O)=O)cc2)c2nc3nccc(-c4cc5ccccc5oc4=O)c3c(=O)n12	96.6	83.2	93.3	81.3	104.5	102.6	108.5	83.3	76.9
COC(=O)c1c(C(=O)OC)c2n(CC(=O)Nc3cccc4cccnc34)c3ccccc3n2c1C(=O)c1ccc(C)cc1	113.5	102.8	94.1	88.0	96.0	99.0	101.5	80.5	92.4
COc1cc(OC)c(NC(=O)CC(C)=O)cc1Cl	116.1	115.7	97.4	99.0	106.5	110.9	111.5	92.7	100.1
COc1cc2c(cc1NC(=O)c1ccccc1-c1ccccc1C(=O)O)-c1ccccc1C2	104.2	97.3	90.6	92.2	92.0	nt	108.0	101.9	92.9
COc1cc(-c2nn(C(C)(C)C)cc2-c2ccnc(NCCCNS(=O)(=O)c3ccc(C)cc3)n2)ccc1Cl	95.5	86.7	84.1	70.9	89.8	86.0	88.1	nt	89.8
CCCCN(CCCC)CC(O)c1cc2c(Cl)cc(Cl)cc2c2cc(C(F)(F)F)ccc12 (centres undefined)	111.2	94.0	85.6	84.8	101.8	90.9	80.9	81.0	100.7
COc1ccc(/C=C\c2cc(OC)c(OC)c(OC)c2)cc1OC(=O)c1cccc(Cn2cc(CCOC(=O)[C@H](N)Cc3cn(C)c4ccccc34)nn2)c1	1.7*	1.1*	29.6	19.8	6.3*	50.1	41.0	18.9	23.0
O=C(CC(=O)C(F)(F)C(F)(F)C(F)(F)F)c1cc2ccccc2o1	106.4	110.0	100.9	99.8	101.7	106.4	103.0	107.8	101.9
COc1ccc2[nH]c3c(c2c1)CCNC3CC(C)CCC=C(C)C (centres undefined)	101.7	46.8	107.5	97.9	96.6	86.9	96.4	91.1	nt
CCN1CCN(c2nc(NCCCNc3ccnc4cc(Cl)ccc34)c3ccccc3n2)CC1	54.0	16.3	64.3	60.4	92.6	45.4	55.1	-21.5*	16.6
Nc1ncnc2c1c(-c1ccc(Cl)cc1)nn2CC(=O)N1CCOCC1	107.4	106.6	98.5	102.5	105.1	103.4	102.0	102.0	100.9
O=C(O)c1c[nH]c2nccnc12	123.4	101.2	118.2	nt	116.2	122.0	107.4	106.7	107.0

Three of these compounds in a different format:
mol | OVCAR-3 | NCI-H460 | NCI-H23 | NCI-H226 | NCI/ADR-RES | NCI-H322M | OVCAR-5 | NCI-H522 | OVCAR-8
Nc1ncnc2c1c(-c1ccc(Cl)cc1)nn2CC(=O)N1CCOCC1 | 107.4 | 106.6 | 98.5 | 102.5 | 105.1 | 103.4 | 102.0 | 102.0 | 100.9
O=C(CC(=O)C(F)(F)C(F)(F)C(F)(F)F)c1cc2ccccc2o1 | 106.4 | 110.0 | 100.9 | 99.8 | 101.7 | 106.4 | 103.0 | 107.8 | 101.9
COc1ccc(CN2CCO[C@H](COc3ccccc3)C2)cc1F | 106.7 | 108.5 | 102.9 | 92.8 | 98.5 | 108.4 | 101.4 | 92.6 | 98.3

Entries of single compounds as entered above:
Record of COc1ccc(C/C(C)=C(/c2ccc(OCCN3CCCC3)cc2)c2ccc(OC(=O)NCc3ccccc3)cc2)cc1 → OVCAR-3: 89.8; NCI-H460: 63.8; NCI-H23: 93.6; NCI-H226: 102.5; NCI/ADR-RES: 97.1; NCI-H322M: 92.0; OVCAR-5: 81.0; NCI-H522: 92.6; OVCAR-8: 89.4
Record of COc1cc2c(cc1NC(=O)c1ccccc1-c1ccccc1C(=O)O)-c1ccccc1C2 → OVCAR-3: 104.2; NCI-H460: 97.3; NCI-H23: 90.6; NCI-H226: 92.2; NCI/ADR-RES: 92.0; NCI-H322M: nt; OVCAR-5: 108.0; NCI-H522: 101.9; OVCAR-8: 92.9

Remaining list, next part
SMILES	OVCAR-3	NCI-H460	NCI-H23	NCI-H226	NCI/ADR-RES	NCI-H322M	OVCAR-5	NCI-H522	OVCAR-8
CCOC(=O)n1cccc1	101.8	117.0	89.0	95.7	101.4	112.1	90.7	86.6	104.1
COCCn1c(Nc2ccc(C(=O)NO)cc2)nc2ccccc21	83.5	56.7	72.8	89.6	-9.2*	76.5	47.4	30.9	37.3
CN1C(=O)C(Br)(Br)CC1c1cccnc1 (centres undefined)	110.1	107.6	106.5	111.6	103.3	113.5	109.8	nt	107.4
O=C1Nc2ccccc2C1(O)C1(O)C(=O)Nc2ccccc21 (centres undefined)	109.5	100.3	97.6	91.6	100.4	103.6	108.1	98.9	99.8
O=[N+]([O-])c1ccc(NC(=S)NNC(=S)Nc2ccc([N+](=O)[O-])cc2)cc1	nt	103.5	98.2	95.6	92.7	77.4	88.8	94.2	98.1
Cc1ncc(CO)c(CO)c1O	119.6&104.4&110.1	107.8&101.8&106.2	106.4&106.7&101.5	97.3&89.0&103.7	100.0&113.3&105.8	95.7&114.7&104.9	94.6&80.4&102.3	74.7&120.7&95.2	107.4&104.0&102.1
O=C(CN1CCCCC1)Nc1nc2ccc(NCc3ccc([N+](=O)[O-])cc3)cc2s1	97.4	94.7	68.5	78.0	89.0	102.0	105.8	85.7	92.6
CC(C)=C1C(=O)Nc2cc(Cl)c(CCCl)cc21	107.4	110.6	109.9	98.6	123.0	109.1	95.5	115.1	107.4
CSc1ncc(C(N)=O)c(N)n1	123.4	114.5	123.2	99.3	96.8	97.2	105.8	89.9	98.8
O=C1NC(=O)/C(=C/c2ccc(OCc3cc4ccccc4nc3Cl)cc2)S1	103.9	101.1	87.1	101.0	100.3	103.0	113.6	79.8	99.0
COC(=O)c1cc(N=C2NC(=O)/C(=C/c3ccc(Cl)c(Cl)c3)S2)ccc1O	69.4	95.6	92.9	89.3	91.4	87.0	98.3	71.9	85.5
CC(=O)Nc1ccc(S(=O)(=O)c2ccc(NC(C)=O)cc2)cc1	124.4&105.9	103.2&114.5	88.4&103.0	109.7&109.3	97.7&110.3	102.7&112.9	105.5&96.1	84.7&104.0	97.6&111.1
CSc1nc(-c2cccc(Br)c2)c(C#N)c(=O)n1C	114.3	102.7	98.0	82.3	94.9	91.6	91.6	76.0	98.5
CC(=O)Nc1nc(C)c(C(=O)NNS(=O)(=O)c2ccccc2)s1	135.9	109.6	109.4	112.0	117.6	99.4	106.3	nt	101.4
Cc1ccc(NC(=O)c2sc3nc(C)c(Br)c(C)c3c2N)cc1C	95.0	68.4	91.0	89.1	94.1	76.5	93.3	99.0	94.9
CCCCSc1nc(N)nc2nc[nH]c12	117.6	101.3	98.9	92.3	111.0	105.3	97.5	82.7	nt
CCOC(=O)/C(=C\c1cn(C(C)=O)c2ccccc12)P(C)(=O)OCC (centres undefined)	92.4	92.2	88.9	78.4	90.7	88.6	99.1	112.2	102.4
NC(=O)c1c(NC(=O)COC(=O)c2ccccc2Br)sc2c1CCC2	125.8	127.9	119.2	100.3	105.9	115.5	100.4	99.0	100.2
CN(C)c1ccc(/C=C2\SC(=S)N(Cc3ccco3)C2=O)cc1	110.5	103.4	100.8	nt	103.9	106.0	98.1	95.4	97.0
N#Cc1c(-c2ccccc2)cc(-c2ccccc2)n(CC(=O)NO)c1=O	30.0	83.0	53.1	38.9	11.5	81.2	69.3	-70.9*	67.7
COC(=O)c1cccc(Oc2ccc(NC(=O)Nc3cc(C(F)(F)F)ccc3F)cc2)c1	78.5	30.6	69.3	57.5	73.9	91.1	87.1	49.8	40.3
Cc1ccc(-c2csc(NC(=O)CSc3nc(-c4ccc(C)cc4)c(C#N)c(=O)[nH]3)n2)cc1	100.0	95.3	86.6	83.2	93.5	93.7	82.6	94.3	97.8
O=Nc1c(-c2c(O)[nH]c3cc(Br)ccc23)[nH]c2ccccc12	-64.9*	-72.8*	-80.8*	-39.4*	-76.7*	16.6	-72.9*	-29.0*	-17.4*

Screens deposited in PubChem BioAssay by NCI.
